Screening data: PubChem, Broad Institute
PRC2 inh: blocks human EZH2/PRC2 H3K27 methylation | inhibition, % at 12.5 µM | 57,000 tested, 0.35% active | DELFIA TRF, 1 h | Q15910 | AID 651548;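 active means mean inhibition of replicates at least 50% and every single replicate also reaching 50%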;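 further: dimethyl H3K27 on biotinylated H3 21-44 peptide detected by antibody; plate controls were median neutral control wells for no effect and median positive control wells for full effect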
IDH1 R132H inh: IDH1 R132H (human) inhibition; O75874; IDH1 R132H reductase, diaphorase/resazurin fluorescence, 60 min; inhibition, % at 10 µM; 70,000 tested, 0.18% active; AID 624101; in the data active means inhibition above about 34%;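 further: 0% = DMSO and 100% = no enzyme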
Target sequence (O75874 whole entry R132H): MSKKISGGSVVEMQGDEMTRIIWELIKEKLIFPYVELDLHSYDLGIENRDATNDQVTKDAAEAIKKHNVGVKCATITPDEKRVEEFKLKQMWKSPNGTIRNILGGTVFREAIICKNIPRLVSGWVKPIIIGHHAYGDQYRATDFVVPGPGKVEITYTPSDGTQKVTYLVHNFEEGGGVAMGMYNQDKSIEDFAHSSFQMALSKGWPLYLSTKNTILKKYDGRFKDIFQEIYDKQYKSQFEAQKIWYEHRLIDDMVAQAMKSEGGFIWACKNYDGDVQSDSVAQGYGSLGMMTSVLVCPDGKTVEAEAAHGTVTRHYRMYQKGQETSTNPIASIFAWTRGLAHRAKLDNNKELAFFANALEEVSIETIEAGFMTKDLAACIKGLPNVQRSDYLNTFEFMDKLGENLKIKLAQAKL
The depositor's hits bear a star; x = no result given; & = joins results of further samples. This is a subset; rates above refer to the full screens.

Sample of the layout (5 entries):
1. COc1ccc(S(=O)(=O)Nc2ccc3c(c2)CC(=O)N([C@@H](C)CO)C[C@@H](C)[C@@H](CN(C)CC2CC2)O3)cc1
  PRC2 inh = -18.1
  IDH1 R132H inh = 3.0
2. C[C@H]1CN([C@@H](C)CO)C(=O)CCCn2cc(nn2)CO[C@@H]1CN(C)Cc1cccc2c1OCCCO2
  PRC2 inh = 4.9
  IDH1 R132H inh = 0.0
3. COc1ccc(S(=O)(=O)Nc2cccc3c2O[C@@H](CN(C)S(=O)(=O)c2ccccc2)[C@H](C)CN([C@@H](C)CO)C3=O)cc1
  PRC2 inh = x
  IDH1 R132H inh = -0.3
4. CO[C@@H]1CN(C)C(=O)c2ccc(NC(=O)c3nc4ccccc4s3)cc2OC[C@@H](C)N(Cc2cccnc2)C[C@@H]1C
  PRC2 inh = -11.2
  IDH1 R132H inh = x
5. O=C(N[C@H]1CC[C@H](CCNC(=O)C2CCCC2)O[C@@H]1CO)c1ccccn1
  PRC2 inh = -1.5
  IDH1 R132H inh = 0.1

The list itself, from the start:
1. COc1ccc(S(=O)(=O)Nc2ccc3c(c2)CC(=O)N([C@@H](C)CO)C[C@@H](C)[C@@H](CN(C)CC2CC2)O3)cc1
  PRC2 inh = -18.1
  IDH1 R132H inh = 3.0
2. C[C@H]1CN([C@@H](C)CO)C(=O)CCCn2cc(nn2)CO[C@@H]1CN(C)Cc1cccc2c1OCCCO2
  PRC2 inh = 4.9
  IDH1 R132H inh = 0.0
3. COc1ccc(S(=O)(=O)Nc2cccc3c2O[C@@H](CN(C)S(=O)(=O)c2ccccc2)[C@H](C)CN([C@@H](C)CO)C3=O)cc1
  PRC2 inh = x
  IDH1 R132H inh = -0.3
4. CO[C@@H]1CN(C)C(=O)c2ccc(NC(=O)c3nc4ccccc4s3)cc2OC[C@@H](C)N(Cc2cccnc2)C[C@@H]1C
  PRC2 inh = -11.2
  IDH1 R132H inh = x
5. O=C(N[C@H]1CC[C@H](CCNC(=O)C2CCCC2)O[C@@H]1CO)c1ccccn1
  PRC2 inh = -1.5
  IDH1 R132H inh = 0.1
6. COc1cccc(CNC(=O)C[C@H]2C=C[C@@H](NC(=O)C3CC3)[C@H](CO)O2)c1
  PRC2 inh = 2.3
  IDH1 R132H inh = -0.4
7. COc1ccc(NC(=O)Nc2ccc3c(c2)CC(=O)N([C@H](C)CO)C[C@H](C)[C@@H](CN(C)CC2CC2)O3)cc1
  PRC2 inh = x
  IDH1 R132H inh = 0.2
8. CCN(CC(=O)Nc1ccc2c(c1)OCCO2)S(=O)(=O)c1ccc2ccccc2c1
  PRC2 inh = 7.6
  IDH1 R132H inh = 0.0
9. COc1cc(NC(=O)COc2ccc(C)c(C)c2)ccc1NC(=O)c1ccccc1Cl
  PRC2 inh = 41.2
  IDH1 R132H inh = -0.3
10. O=C(Cn1c(NCCO)nc2ccccc21)c1cccc([N+](=O)[O-])c1
  PRC2 inh = -17.3
  IDH1 R132H inh = 0.4
11. COc1ccccc1-c1cn(CC[C@H]2CC[C@@H](NC(=O)C3CC3)[C@H](CO)O2)nn1
  PRC2 inh = 5.2
  IDH1 R132H inh = 0.2
12. C[C@H](CO)N1C[C@H](C)[C@@H](CN(C)C)Oc2ccc(NC(=O)c3ccncc3)cc2CC1=O
  PRC2 inh = -8.6
  IDH1 R132H inh = 0.4
13. C[C@H](CO)N1C[C@H](C)[C@@H](CN(C)S(C)(=O)=O)Oc2ncc(C3=CCCC3)cc2C1=O
  PRC2 inh = 10.2
  IDH1 R132H inh = -0.4
14. C[C@H]1CCCCO[C@H](CN(C)CC2CCCCC2)[C@@H](C)CN([C@@H](C)CO)C(=O)c2cc(NS(=O)(=O)c3cn(C)cn3)ccc2O1
  PRC2 inh = x
  IDH1 R132H inh = 6.6
15. CNC[C@@H]1OCCCC[C@H](C)Oc2ccc(NC(=O)CCC(F)(F)F)cc2C(=O)N([C@H](C)CO)C[C@H]1C
  PRC2 inh = -5.0
  IDH1 R132H inh = 1.3

4 compounds from above, sorted by SMILES length, ascending.
11. COc1ccccc1-c1cn(CC[C@H]2CC[C@@H](NC(=O)C3CC3)[C@H](CO)O2)nn1
  PRC2 inh = 5.2
  IDH1 R132H inh = 0.2
12. C[C@H](CO)N1C[C@H](C)[C@@H](CN(C)C)Oc2ccc(NC(=O)c3ccncc3)cc2CC1=O
  PRC2 inh = -8.6
  IDH1 R132H inh = 0.4
2. C[C@H]1CN([C@@H](C)CO)C(=O)CCCn2cc(nn2)CO[C@@H]1CN(C)Cc1cccc2c1OCCCO2
  PRC2 inh = 4.9
  IDH1 R132H inh = 0.0
3. COc1ccc(S(=O)(=O)Nc2cccc3c2O[C@@H](CN(C)S(=O)(=O)c2ccccc2)[C@H](C)CN([C@@H](C)CO)C3=O)cc1
  PRC2 inh = x
  IDH1 R132H inh = -0.3

The list continues:
16. C[C@H](CO)N1C[C@H](C)[C@@H](CN(C)C)Oc2ncc(C#CC3(O)CCCC3)cc2C1=O
  PRC2 inh = 5.9
  IDH1 R132H inh = 0.1
17. C=CCN(CC=C)C(=O)Cc1ccc(Br)cc1
  PRC2 inh = -3.3
  IDH1 R132H inh = 1.1
18. Cc1ccc(-c2nnc(SCC(=O)c3ccccc3)n2-c2ccccc2)cc1Cl
  PRC2 inh = -1.4
  IDH1 R132H inh = 0.3
19. C[C@@H]1CN([C@@H](C)CO)S(=O)(=O)c2ccc(C#CCN(C)C)cc2O[C@@H]1CN(C)Cc1ccc(F)cc1
  PRC2 inh = -5.1
  IDH1 R132H inh = 0.2
20. C[C@@H]1CN([C@@H](C)CO)C(=O)c2cc(Br)cnc2O[C@@H]1CN(C)C(=O)Nc1ccccc1
  PRC2 inh = -2.0
  IDH1 R132H inh = -1.2
21. Cc1cccc(-c2nnc(SCC(=O)Nc3c(F)cc(F)cc3Br)n2C)c1
  PRC2 inh = 6.3
  IDH1 R132H inh = -0.1
22. Cc1cc(C(=O)Nc2cccc3c2O[C@@H](CN(C)Cc2ccc(C(=O)O)cc2)[C@H](C)CN([C@@H](C)CO)C3=O)n(C)n1
  PRC2 inh = x
  IDH1 R132H inh = 2.6
23. O=C(O)C[C@@H]1C[C@@H]2c3cc(NC(=O)NC4CCCCC4)ccc3O[C@@H]2[C@H](CO)O1
  PRC2 inh = -13.2
  IDH1 R132H inh = -0.3
24. O=C(C[C@@H]1C[C@@H]2c3cc(NC(=O)C4CCOCC4)ccc3O[C@@H]2[C@@H](CO)O1)NCc1ccccc1F
  PRC2 inh = -7.4
  IDH1 R132H inh = 9.3
25. CO[C@@H]1CN(C)C(=O)c2ccc(NC(C)=O)cc2OC[C@H](C)N(C(=O)C2CCCCC2)C[C@H]1C
  PRC2 inh = -11.7
  IDH1 R132H inh = 0.2
26. O=S(=O)(N[C@@H]1CC[C@@H](CCn2cc(-c3cccc(F)c3)nn2)O[C@@H]1CO)c1ccccc1
  PRC2 inh = 28.0
  IDH1 R132H inh = -0.3
27. CS(=O)(=O)Nc1ccc([N+](=O)[O-])cc1Oc1ccccc1
  PRC2 inh = -3.0
  IDH1 R132H inh = 0.9
28. C[C@@H]1CN([C@@H](C)CO)C(=O)c2cc(NC(=O)Nc3ccc(F)cc3)ccc2O[C@@H]1CN(C)C(=O)Nc1ccccc1
  PRC2 inh = x
  IDH1 R132H inh = -1.2
29. CC(C)NC(=O)Nc1cccc2c1O[C@H](CN(C)C(=O)NC(C)C)[C@@H](C)CN([C@H](C)CO)C2=O
  PRC2 inh = 4.9
  IDH1 R132H inh = x
30. C[C@@H]1CN([C@H](C)CO)C(=O)c2cc(NS(=O)(=O)c3cn(C)cn3)ccc2O[C@H]1CN(C)S(=O)(=O)c1ccc(Cl)cc1
  PRC2 inh = x
  IDH1 R132H inh = 0.8

31. C[C@@H]1CN([C@H](C)CO)C(=O)c2cc(NC(=O)Nc3ccc(C(F)(F)F)cc3)ccc2O[C@@H](C)CCCCO[C@H]1CN(C)S(=O)(=O)c1cccs1
  PRC2 inh = x
  IDH1 R132H inh = 0.6
32. COCC(=O)Nc1ccc2c(c1)C(=O)N(C)C[C@@H](OC)[C@H](C)CN(Cc1ccccn1)[C@@H](C)CO2
  PRC2 inh = 3.0
  IDH1 R132H inh = 0.2
33. C[C@H](CO)N1C[C@H](C)[C@H](CN(C)C(=O)Nc2ccc(C(F)(F)F)cc2)Oc2c(NC(=O)C3CCOCC3)cccc2C1=O
  PRC2 inh = 2.7
  IDH1 R132H inh = 1.2
34. C/C=C/c1ccc2c(c1)O[C@@H](CN(C)C(=O)c1ccc3c(c1)OCO3)[C@H](C)CN([C@H](C)CO)S2(=O)=O
  PRC2 inh = 5.8
  IDH1 R132H inh = -1.3
35. COc1ccc(CN(C)C[C@H]2Oc3ccc(NS(=O)(=O)c4ccc(C)cc4)cc3CC(=O)N([C@@H](C)CO)C[C@@H]2C)cc1
  PRC2 inh = 10.4
  IDH1 R132H inh = -1.2
36. CNC[C@H]1Oc2ccc(NS(=O)(=O)c3c(C)noc3C)cc2C(=O)N([C@H](C)CO)C[C@@H]1C
  PRC2 inh = x
  IDH1 R132H inh = 1.8
37. O=C(N/N=C/c1ccc(OCCO)cc1)c1ccccn1
  PRC2 inh = -2.1
  IDH1 R132H inh = 0.2
38. C[C@@H]1CN([C@@H](C)CO)C(=O)Cc2cc(NC(=O)Cc3cn(C)c4ccccc34)ccc2O[C@@H]1CN(C)S(=O)(=O)c1cccs1
  PRC2 inh = x
  IDH1 R132H inh = -1.9
39. C[C@H](CO)N1C[C@H](C)[C@H](CN(C)Cc2ccncc2)Oc2cc(-c3ccccc3F)ccc2S1(=O)=O
  PRC2 inh = 16.5&-1.4
  IDH1 R132H inh = x
40. COc1ccc(CN(C)C[C@H]2Oc3ccc(NS(=O)(=O)c4ccc(OC)cc4)cc3C(=O)N([C@@H](C)CO)C[C@@H]2C)cc1
  PRC2 inh = x
  IDH1 R132H inh = 0.2
41. O=C(Cc1ccccc1)N[C@H]1CC[C@H](CC(=O)N2CCOCC2)O[C@H]1CO
  PRC2 inh = -18.5
  IDH1 R132H inh = 3.3
42. C[C@H](CO)N1C[C@H](C)[C@H](CN(C)C(=O)Nc2ccccc2)Oc2ccc(NC(=O)Cn3cnnn3)cc2CC1=O
  PRC2 inh = x
  IDH1 R132H inh = 0.0
43. CC(C)NC(=O)N[C@H]1CC[C@@H](CCNS(=O)(=O)c2ccc(Cl)cc2)O[C@@H]1CO
  PRC2 inh = -4.7
  IDH1 R132H inh = -0.1
44. Cc1noc(C)c1NC(=O)N(C)C[C@@H]1Oc2ccc(NS(=O)(=O)c3ccc(Cl)cc3)cc2CC(=O)N([C@H](C)CO)C[C@@H]1C
  PRC2 inh = x
  IDH1 R132H inh = -0.1
45. COCC#Cc1cnc2c(c1)C(=O)N([C@H](C)CO)C[C@H](C)[C@H](CN(C)C(=O)Cc1ccncc1)O2
  PRC2 inh = x
  IDH1 R132H inh = 0.3

46. CO[C@H]1CN(C)C(=O)c2cc(NS(=O)(=O)c3ccc(C)cc3)ccc2OC[C@@H](C)N(C)C[C@H]1C
  PRC2 inh = 4.8
  IDH1 R132H inh = 0.1
47. C[C@H](CO)N1C[C@H](C)[C@H](CN(C)CC2CCCCC2)Oc2c(NC(=O)c3cnccn3)cccc2C1=O
  PRC2 inh = -15.0
  IDH1 R132H inh = x
48. C[C@H]1CN([C@@H](C)CO)C(=O)Cc2cc(NC(=O)Nc3ccc4c(c3)OCO4)ccc2O[C@H]1CN(C)S(=O)(=O)c1cn(C)cn1
  PRC2 inh = x
  IDH1 R132H inh = 1.0
49. COc1ccc(S(=O)(=O)N(C)CC(=O)Nc2ccc(C(N)=O)cc2)cc1
  PRC2 inh = -3.1
  IDH1 R132H inh = 0.0
50. Cc1noc(C)c1S(=O)(=O)Nc1ccc2c(c1)C(=O)N([C@H](C)CO)C[C@@H](C)[C@H](CN(C)Cc1ccccc1)OCCCC[C@@H](C)O2
  PRC2 inh = x
  IDH1 R132H inh = 0.9
51. Cc1cc(=O)[nH]c(SC(C)C(=O)Nc2ccc(Cl)cc2)n1 (stereo not given)
  PRC2 inh = x
  IDH1 R132H inh = 0.4
52. Cc1noc(C)c1S(=O)(=O)Nc1ccc2c(c1)C(=O)N([C@H](C)CO)C[C@@H](C)[C@@H](CN(C)C)O2
  PRC2 inh = -7.1
  IDH1 R132H inh = -0.5
53. C[C@@H]1CCCCO[C@@H](CN(C)C(=O)Nc2ccc(F)cc2)[C@H](C)CN([C@H](C)CO)C(=O)c2cc(NC(=O)c3ccncc3)ccc2O1
  PRC2 inh = x
  IDH1 R132H inh = 6.0
54. C[C@H](O)C#Cc1ccc2c(c1)O[C@H](CN(C)C(=O)c1ccccc1)[C@H](C)CN([C@H](C)CO)S2(=O)=O
  PRC2 inh = 2.6
  IDH1 R132H inh = -1.1
